Bioassay records: PubChem BioAssay, University of Kansas High Throughput Screening Laboratory
mHTT CaM bind – mutant huntingtin-calmodulin interaction inhibitors – biochemical, AlphaScreen, primary screen | P42858 | AlphaScreen His-mHTT/GST-CaM binding, luminescence | inhibition, % at 15 µM | 190,000 compounds, 3.6% hits | AID 1671202, 2021;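 note: 0% = both proteins with DMSO and 100% = one protein alone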
Pf apPOL block – Pf-apPOL inhibitors, biochemical, fluorescence; Plasmodium falciparum apicoplast DNA polymerase (apPOL); Recombinant Pf-apPOL, molecular beacon fluorescence, 1.5 h; inhibition, % at 10 µM; 210,000 compounds, 0.25% hits
The depositor's hits bear a star; · = no result given; & = joins results of further samples. Cut-off read from the data, not from the text of the source: active = inhibition above about 50%; inactive = the rest.

Start of the data: the first 5 entries as a preview:
No.	canonical_smiles	mHTT CaM bind	Pf apPOL block
1	COc1cccc(C2CC(c3cccc(C)c3)=NN2C(=O)CN2CCCC2)c1 (stereo not given)	100*	6
2	O=C(NCc1cccc(F)c1)C1CCc2sc(C(=O)N3CCOCC3)cc2C1 (stereo not given)	5	-2
3	COc1cc(Nc2cc(C(=O)N3CCCCC3)nc3ccccc23)cc(OC)c1	10	-6
4	O=C(O)COc1ccc(Br)cc1/C=C1\NC(=O)N(Cc2ccc(Cl)cc2)C1=O	32	-1
5	CCCCNC(=O)C1CCCN(c2ncnc3c2oc2ccccc23)C1 (stereo not given)	4	0

All compounds of this part, from the start:
No.	canonical_smiles	mHTT CaM bind	Pf apPOL block
1	COc1cccc(C2CC(c3cccc(C)c3)=NN2C(=O)CN2CCCC2)c1 (stereo not given)	100*	6
2	O=C(NCc1cccc(F)c1)C1CCc2sc(C(=O)N3CCOCC3)cc2C1 (stereo not given)	5	-2
3	COc1cc(Nc2cc(C(=O)N3CCCCC3)nc3ccccc23)cc(OC)c1	10	-6
4	O=C(O)COc1ccc(Br)cc1/C=C1\NC(=O)N(Cc2ccc(Cl)cc2)C1=O	32	-1
5	CCCCNC(=O)C1CCCN(c2ncnc3c2oc2ccccc23)C1 (stereo not given)	4	0
6	COc1ccc(/C=C2/C(=O)N(c3ccc(C(=O)O)cc3)N=C2C)cc1OC	3	-12
7	CCOc1ccc(-c2nc3s/c(=C\c4cc(OC)c(OC)c(OC)c4)c(=O)n3n2)cc1	-3	-1
8	Cc1cc(C)c2c(=O)[nH]c(SCC(=O)NCCc3ccccc3)nc2n1	1	-9
9	COc1ccccc1OCCOc1ccc(Br)cc1	-28	-11
10	COc1ccc(NC(=O)CSc2ncccc2C(=O)NCc2ccccn2)c(OC)c1	2	-7
11	COc1ccccc1Nc1ncnc2c1cnn2-c1ccc(Cl)cc1	11	-6
12	CCCN1CCN(c2ncc3c(n2)CCN(Cc2ccc(OCC)c(OCC)c2)C3)CC1	15	2
13	CCOc1cccc(CNC(=O)c2cc3c(s2)CCN(C(=O)c2ccccc2)C3)c1	0	-4
14	CCCCOc1ccc(CN2CCCC2c2cc(C)on2)cc1 (stereo not given)	8	-8
15	O=C(c1cnccn1)N1CCCCC1CCN1CCCC1 (stereo not given)	-7	-1
16	CCOc1ccccc1NC(=O)c1ccccc1Cl	-18	1
17	Cc1ccc(NC(=O)/C(C#N)=C/c2cc3c(cc2Br)OCO3)c([N+](=O)[O-])c1	5	-1
18	O=S(=O)(c1ccc2c(c1)OCCO2)N1CCC(CN2CCCCCC2)CC1	-4	1
19	Cc1oc(C(C)(C)C)cc1C(=O)Nc1ccc2c(c1)OCCO2	2	-4
20	COCCNC(=O)CCC1CCCN(C(=O)Nc2cccc(C)c2)C1 (stereo not given)	-8	-2
21	Cc1ccc(S(=O)(=O)N2CCCC2C(=O)N2CCOCC2)cc1 (stereo not given)	-18	-4
22	CCn1cc(/C=C2\C(=O)NC(=O)N(c3ccc(Br)cc3)C2=O)c2ccccc21	11	-5
23	COC(=O)CNC(=O)N1CCN(Cc2nc3cccnc3n2-c2ccccc2)CC1	-7	-2
24	O=C1CSC(c2ccc3c(c2)OCO3)N1c1ccc(Cl)cc1 (stereo not given)	2	0
25	CC(=O)NS(=O)(=O)c1ccc(NS(=O)(=O)c2ccc([N+](=O)[O-])cc2)cc1	-5	8
26	O=C(c1csc(COc2cccc(Cl)c2)n1)N1CCCC1	0	-7
27	CCOC(=O)c1ccc(-c2c(C(=O)OCC)oc3cc(O)c(CC)cc3c2=O)o1	3	-1
28	O=C(Nc1ccccc1C(F)(F)F)O[C@H]1CCC12CCC(c1ccccc1)CC2 (stereo not given in full)	-53	-8
29	Cc1ccc(OCCOCCN2CCOCC2)c(Br)c1	2	5
30	CN(C)c1ccc(-c2oc3ccccc3c(=O)c2O)cc1	40	-10

The list goes on, overlapping the part above by six compounds.
No.	canonical_smiles	mHTT CaM bind	Pf apPOL block
25	CC(=O)NS(=O)(=O)c1ccc(NS(=O)(=O)c2ccc([N+](=O)[O-])cc2)cc1	-5	8
26	O=C(c1csc(COc2cccc(Cl)c2)n1)N1CCCC1	0	-7
27	CCOC(=O)c1ccc(-c2c(C(=O)OCC)oc3cc(O)c(CC)cc3c2=O)o1	3	-1
28	O=C(Nc1ccccc1C(F)(F)F)O[C@H]1CCC12CCC(c1ccccc1)CC2 (stereo not given in full)	-53	-8
29	Cc1ccc(OCCOCCN2CCOCC2)c(Br)c1	2	5
30	CN(C)c1ccc(-c2oc3ccccc3c(=O)c2O)cc1	40	-10
31	CCc1ccc(CNC(=O)C2CCc3sc(C(=O)N(C)C)cc3C2)cc1 (stereo not given)	5	-6
32	COc1ccc(/C=C/C#N)cc1OC	-4	-7
33	O=C(Nc1nnc(-c2ccccc2F)s1)Nc1ccccc1F	0	2
34	CCC(=O)NCc1nc2c(n1C)CN(C(=O)c1ccc(Cl)cc1)CC2	11	2
35	O=C(NCCN1CCCCC1)c1ccc(-c2ccc(N3CCSCC3)nc2)cc1	0	0
36	CCc1ccccc1NC(=O)c1cc2n(n1)C(C(F)(F)F)CC(c1ccccc1)N2 (stereo not given)	-2	-1
37	COc1ccc(CN=Cc2ccc(NC(C)=O)cc2)cc1	·	7
38	COc1ccc(CN2CCC(N3CCCCC3)CC2)c(OC)c1OC	-2	3
39	COc1ccc(S(=O)(=O)Nc2cccc(C(C)=O)c2)cc1OC	-5	-3
40	CCn1c(N2CCCC(C(=O)Nc3ccc(C)cc3)C2)cc(=O)n(C)c1=O (stereo not given)	26	-7
41	CC(C)(C)OC(=O)N1CCC(C(=O)Nc2cccc(C(=O)NCc3ccccc3)c2)CC1	-1	-7
42	CCN1c2ccc(C)cc2C(=O)NC12CCN(C(=O)c1cccc(C)c1)CC2	-2	-1
43	CC12CCC(C(=O)N(c3nc(-c4ccccc4)cs3)C1=O)C2(C)C (stereo not given)	1&-3	3&-3
44	Cc1nnc(NC(=O)CSc2nc3c(c(=O)n2Cc2ccccc2)SC(C)C3)s1 (stereo not given)	3	6
45	COCCn1cc2c3c(cccc31)CN(C(=O)Nc1ccc(F)cc1F)CC2	20	0
46	CC(C)OCCCNC(=O)C1CC(=O)N(CCc2ccccc2)C1 (stereo not given)	-7	0
47	O=C(c1ccccc1)N1CC(C(=O)N2CCCCC2)C(c2ccccc2)C1 (stereo not given)	3	1
48	CCCCn1c(-c2ccc(Br)cc2)cn2c3c(=O)n(C)c(=O)n(C)c3nc12	13	0
49	CCCC(=O)N1CCCC(c2ccnc(Nc3ccc(F)cc3)n2)C1 (stereo not given)	2	-4
50	C=CCn1c(C(=O)NCc2ccncc2)cc2sc(Br)cc21	51*	-8
51	O=C(CSc1ccc(Cl)cc1)Nc1cccc(-c2nc3ncccc3o2)c1	2	-6
52	CCSc1nnc2c(n1)OC(c1ccc3c(c1)OCO3)N(C(=O)CC)c1ccccc1-2 (stereo not given)	43	-6
53	COc1cccc(/C=C2\N=C(c3cc(OC)c(OC)c(OC)c3)OC2=O)c1OC	-3	0
54	Cn1ccnc1CN1CCN(Cc2nccn2C)CC1	-3&5	-3
55	Cc1ccc(/C=C2\N=C(c3ccc(Cl)c(Cl)c3)OC2=O)o1	2	-2
56	Cc1ccc(C(=O)N2CCC(c3nc4cccnc4n3C)C2)cc1 (stereo not given)	0	-4
57	COc1ccccc1OCCN1C(=O)Cc2c(C)nc(C)nc21	6	2
58	Cc1cc(C2CCCN2C(=O)c2ccc(C#N)cc2)no1 (stereo not given)	1	-3
59	CC(C)n1c(C2CCN(C(=O)NCc3ccccc3)C2)nc2ccncc21 (stereo not given)	4	-5
60	Cc1ccc(S(=O)(=O)N2/C(=C/COc3ccccc3)C(N3CCOCC3)c3ccccc32)cc1 (stereo not given)	-2	-10
61	Cc1cccc(Cn2c3c(c(C)c2C(=O)Nc2ccc4c(c2)OCO4)CCCC3)c1	43	1
62	COC(=O)c1ccc(NC(=O)C23CCC(C)(C(=O)C2)C3(C)C)cc1 (stereo not given)	-3	-6
63	CC1CN(CC(O)COc2ccc(C34CC5CC(CC(C5)C3)C4)cc2)CC(C)O1 (stereo not given)	18	0
64	Cc1ccc(-c2csc3c(=O)n(CC(=O)Nc4ccccc4C)cnc23)cc1	-8	-1
65	CC1(C)OCC2(CO1)CN(C(=O)CSC1CCCC1)C2	1	-2
66	CCOC(=O)N1CCN(C(=O)c2cnn(-c3nc(C)cc(=O)[nH]3)c2C)CC1	-13	-7
67	O=C(/C=C/c1ccc([N+](=O)[O-])cc1)Nc1ncc([N+](=O)[O-])s1	37	-2
68	O=C(CCC1CCCN(C(=O)Nc2ccc(F)cc2)C1)NC1CCCC1 (stereo not given)	-12	-6
69	CCC(C)NC(=O)c1cc2n(n1)C(C(F)(F)F)CC(c1ccc(Cl)c(Cl)c1)N2 (stereo not given)	3	1
70	CNc1nccc(N2CCC(CC(=O)N(C)CCc3ccncc3)CC2)n1	0	-5
71	CC(=O)Nc1ccc2c(c1)nc(C)n2C	-2	-4
72	CS(=O)(=O)N1CCC(C(=O)N2CC(c3nc(-c4cccs4)no3)C2)CC1	-6	7
73	CC(=O)OCC1OC=CC(OC(C)=O)C1OC(C)=O (stereo not given)	·	-13
74	COc1ccc(C(=O)N2CCCC(C)(C(=O)NCc3cccc(F)c3)C2)cc1 (stereo not given)	-5	0
75	COc1cccc(C2=NN(C(=O)CN3CCCCC3)C(c3ccccc3C)C2)c1 (stereo not given)	61*	-5
76	CCOc1ccc(Nc2nc(C)c(C(C)=O)s2)cc1	-2	1
77	COC(=O)c1sc2ccccc2c1NC(=O)c1ccccc1Cl	-6	2
78	COc1cc(C=C2N=C3CCCCCN3C2=O)cc(OC)c1OC	-1	1
79	CCc1ccccc1N1CCN(C(=O)COC)C(C)C1=O (stereo not given)	-9	8
80	OC(COc1ccccc1Br)CN(C1CCCCC1)C1CCCCC1 (stereo not given)	3	-4
81	Clc1ccc(Sc2nc(-c3cccs3)ns2)cc1	·	-14
82	CCN(CC)CCNC(=O)CSc1nc2nc(C)cc(C)n2n1	25	-12
83	CC(C)(C)c1ccc(C(N)=O)cc1	-3	-1
84	CCOC(=O)c1ccc(NC(=O)N2CCc3c(nc(-c4ccc(OC)cc4)[nH]c3=O)C2)cc1	-4	4
85	CCOc1ccc(C(=O)N2CCN(c3ccc([N+](=O)[O-])c(NCc4ccccc4)c3)CC2)cc1	-3	-6
86	O=C(Nc1ccc(Br)cc1)O[C@H]1CCC12CCCCC2	-128	-5
87	COc1ccc(C(=O)Oc2ccc3c(=O)c(-c4ccccc4OC)coc3c2)cc1OC	-6	3
88	N#Cc1c(-n2cccc2C=O)sc2c1CCCC2	0	-2
89	Cc1c(Cl)cccc1N1C(N)=C(C#N)C(c2cccnc2)C2=C1CC(C)(C)CC2=O (stereo not given)	8	-7
90	CCn1c(C2CCN(C(=O)NCc3ccccc3)C2)nc2cccnc21 (stereo not given)	3	4

Following part.
No.	canonical_smiles	mHTT CaM bind	Pf apPOL block
91	O=C(Nc1nccs1)c1cc2cc([N+](=O)[O-])ccc2oc1=Nc1cccc(Cl)c1	3	-2
92	Cc1ccc2cccc(Oc3ccc([N+](=O)[O-])cc3C(N)=O)c2n1	-1	0
93	O=C(Nc1cccc(F)c1)c1cccc(-c2cnc(N3CCCCC3)nc2)c1	-4	5
94	N#Cc1c2c(c(=O)n3c1[nH]c1ccccc13)CCC2	-5&-10&6	1&1
95	CCN1C(=O)Cc2ccccc2C1C(=O)NCc1cccc(C)c1 (stereo not given)	2	-1
96	COc1ccc(C(=O)Cn2nc(C3CCN(S(C)(=O)=O)CC3)n(C)c2=O)cc1	-9	-9
97	CCc1cccc(C)c1NC1=NCCC(=O)S1	·	-3
98	O=c1c(-c2ccc(Cl)cc2)coc2c3c(ccc12)OCN(CC1CCCO1)C3 (stereo not given)	20	-4
99	O=C(Cn1nc(-c2ccc(Cl)cc2)ccc1=O)NCc1ccccc1Cl	28	-8
100	CCCn1ncc(N2CCC(C(=O)N3CCN(C(C)=O)CC3)CC2)cc1=O	-1	-2
101	CCOC(=O)c1cnc(NNC)nc1C(F)(F)F	·	-3
102	COc1cccc(CNC(=O)C2CCN(Cc3cn(C)c4ccc(Cl)cc34)CC2)c1	12	-3
103	CN(Cc1ccccc1)C(=O)C1CC(=O)N(Cc2ccc(F)cc2)C1 (stereo not given)	6	-3
104	CCOc1ccc(/C=C2\N=C(c3ccc(Cl)cc3Cl)OC2=O)cc1	-2	-1
105	CCOC(=O)C(=CNc1cc(OC)ccc1-n1cccc1)C(=O)OCC	·	4&-7
106	CN1CCN(CCCCOc2ccc(C(=O)c3ccccc3)cc2)CC1	2	-3
107	Cc1ccc(C)c(NC(=O)C2CCCN(C(=O)c3ccc(Cl)cc3)C2)c1 (stereo not given)	28	1
108	CC(C(=O)N1CCC(OCc2nc(C3CC3)no2)CC1)c1ccccc1 (stereo not given)	-2	-4
109	Cc1ccc(C(=O)Nc2ccc(N3CCOCC3)c(Cl)c2)c(Cl)c1	2	-3
110	COc1ccc(S(=O)(=O)N2CCN(CC=Cc3ccccc3)CC2)cc1[N+](=O)[O-]	50	-9
111	COc1cccc(CNC(=O)C2CCCN(c3nnc4c(Cl)cccn34)C2)c1OC (stereo not given)	5	-1
112	CN(C)c1ncncc1N1CCC(C(=O)NCc2ccc(N3CCCCC3)cc2)CC1	37	-2
113	O=C(NCC1CCCCC1)c1ccc(-c2cccnc2)nc1	-2	-2
